Screening results as filed in PubChem.
Pol beta inh = DNA polymerase beta (human) inhibition; P06746; Pol beta primer extension/strand displacement, fluorescence kinetic; 1.3% of 340,000 active; Potency, µM (highest dose often 114 µM), for inactives: at the highest dose activity change, negative = inhibition, usual class: inhibitors; further: potency means the concentration at half of the fitted maximal effect; on the % scale 0 is the no-effect control and ±100 the full control effect
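Reaction started by 50 nM substrate onto compound-treated Pol beta (10 nM, 15 min preincubation, room temperature); plates read at 0 min and 10 min. Normalized concentration-effect data fitted by four-parameter Hill equation.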
RXFP1 antagonist = RXFP1 (human) relaxin receptor antagonism; AID 1259400; HEK293-RXFP1, relaxin-stimulated cAMP HTRF, 30 min; active compounds read low; activity change, negative = inhibition, % at 57.5 µM; 0.59% of 350,000 active; Q9HBX9;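 active means activity change of -60% or lower, but not beyond a set lower limit; inconclusive means change between -60% and -40%, or beyond the set limit; inactive means change above -40%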; further: on the % scale 0 is the no-effect control and ±100 the full control effect
Pol eta inh = inhibitors of human DNA polymerase eta. Q9Y253. recombinant Pol eta, fluorescent DNA replication assay. Potency, µM (titrated, usually from 114 µM), for the others: top-dose activity change, negative = inhibition, hits mostly inhibitors. 1.2% of 390,000 active. AID 588591; further: potency means the concentration at half of the fitted maximal effect; on the % scale 0 is the no-effect control and ±100 the full control effect
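Fluorescent replication assay: 50 nM final substrate added after a 15 min room-temperature compound preincubation with 10 nM enzyme. Signal taken at 0 min and again at 10 min.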
Pol kappa inh = inhibitors of human DNA polymerase kappa | Potency, µM (highest dose often 107 µM), for the others: at the highest dose activity, negative = inhibition, usual class: inhibitors | purified Pol kappa, fluorescent DNA synthesis assay, 10 min | 0.53% of 400,000 active | AID 588579 | Q9UBT6; further: potency means the concentration at half of the fitted maximal effect; on the % scale 0 is the no-effect control and ±100 the full control effect
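Inhibition of 10 nM Pol kappa is measured by a fluorescent read-out at 0 and 10 min following addition of 50 nM substrate (final), with a 15-min room-temperature compound preincubation.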
Pol iota inh = blocks human DNA polymerase iota activity | Q9UNA4 | Pol iota fluorescent replication assay, 10 min | Potency, µM (top dose mostly 115 µM), for the others: at the highest dose activity, negative = inhibition, actives largely listed as inhibitors | 1% of 390,000 active | AID 588590; further: potency means the concentration at half of the fitted maximal effect
Target sequence (Q9UNA4 whole entry, looked up): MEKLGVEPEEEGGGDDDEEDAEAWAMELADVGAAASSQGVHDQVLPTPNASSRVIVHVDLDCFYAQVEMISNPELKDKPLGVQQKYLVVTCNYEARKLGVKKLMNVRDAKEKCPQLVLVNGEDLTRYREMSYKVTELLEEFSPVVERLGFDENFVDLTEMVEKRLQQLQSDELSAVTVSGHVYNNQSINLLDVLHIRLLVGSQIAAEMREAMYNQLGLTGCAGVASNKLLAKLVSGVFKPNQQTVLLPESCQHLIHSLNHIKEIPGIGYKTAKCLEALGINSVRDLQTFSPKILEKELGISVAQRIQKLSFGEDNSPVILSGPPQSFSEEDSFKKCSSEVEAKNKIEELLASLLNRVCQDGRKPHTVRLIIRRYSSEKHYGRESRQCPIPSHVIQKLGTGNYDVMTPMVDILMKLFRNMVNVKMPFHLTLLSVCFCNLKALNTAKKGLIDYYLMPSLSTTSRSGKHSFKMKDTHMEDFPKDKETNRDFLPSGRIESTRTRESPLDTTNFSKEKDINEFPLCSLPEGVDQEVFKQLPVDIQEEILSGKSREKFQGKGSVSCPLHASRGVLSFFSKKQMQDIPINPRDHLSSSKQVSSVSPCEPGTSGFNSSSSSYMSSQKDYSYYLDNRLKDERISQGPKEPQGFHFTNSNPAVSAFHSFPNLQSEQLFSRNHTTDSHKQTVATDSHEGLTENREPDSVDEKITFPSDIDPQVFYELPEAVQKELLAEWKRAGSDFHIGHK
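Fluorescent replication assay read twice, at 0 min and 10 min after adding 50 nM (final) substrate. Enzyme (10 nM) and compounds were first incubated 15 min at room temperature; enzyme-free buffer wells were negative controls.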
PGK inhibitor = blocks T. brucei phosphoglycerate kinase; Potency, µM (top dose mostly 57.5 µM), inactives show at the top dose activity change, negative = inhibition, usual class: inhibitors; AID 602233; PGK/GAPDH coupled, Kinase-Glo luminescence, 60 min; 0.043% of 380,000 active; further: potency means the concentration at half of the fitted maximal effect; on the % scale 0 is the no-effect control and ±100 the full control effect; nearly all actives have a fitted effect of over 60% in size
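Recombinant glycosomal PGK reaction used 1,3-bisphosphoglycerate generated in-well by GAPDH (100nM final) in 100mM TEA pH 7.6, 5mM MgCl2, 0.01% Tween-20. After 60 minutes at room temperature, ATP was read by Kinase-Glo Plus luminescence end-point.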
BLM inh = inhibitors of human Bloom syndrome helicase BLM. P54132. recombinant BLM DNA unwinding, fluorescence dequenching. Potency, µM (top dose mostly 56.1 µM), without a hit: at the top dose activity change, negative = inhibition, hits mostly inhibitors. 0.2% of 350,000 active;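 further: potency means the concentration at half of the fitted maximal effect; plate controls were vehicle for no effect and no enzyme for full effect; nearly all actives have a fitted effect of over 35% in size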
Anesthetic bind = binds horse apoferritin like a general anesthetic | P02791 | apoferritin/1-aminoanthracene competitive binding, fluorescence | Potency, µM (highest dose often 77.5 µM), inactives show top-dose activity change, negative = displacement, hits mostly inhibitors | 0.074% of 350,000 active | AID 485281; further: potency means the concentration at half of the fitted maximal effect; on the % scale 0 is the no-effect control and ±100 the full control effect; nearly all actives have a fitted effect of over 20% in size
Target sequence (P02791 2-175 limits assumed): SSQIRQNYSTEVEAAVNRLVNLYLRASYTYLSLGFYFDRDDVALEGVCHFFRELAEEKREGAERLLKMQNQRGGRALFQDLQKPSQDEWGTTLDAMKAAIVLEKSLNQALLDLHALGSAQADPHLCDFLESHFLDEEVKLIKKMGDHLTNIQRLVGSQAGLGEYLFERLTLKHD
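Apoferritin-based anesthetic binding model; compound displacement of fluorescent 1-AMA measured as endpoint fluorescence after 10 minutes at room temperature, scaled to free-ligand and complex controls.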
APE1 inh = inhibitors of human APE1 endonuclease; P27695; recombinant APE1, TAMRA/BHQ-2 abasic DNA cleavage fluorescence; Potency, µM (doses to about 65.8 µM), inactives show top-dose activity change, negative = inhibition, actives largely listed as inhibitors; 0.35% of 350,000 active; AID 2517;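 further: potency means the concentration at half of the fitted maximal effect; plate controls were vehicle for no effect and reference inhibitor for full effect; nearly all actives have a fitted effect of over 55% in size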
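Compound pre-exposure to 0.75 nM APE1, 15 min at ambient temperature. Reaction initiated with 50 nM TAMRA/BHQ-2 THF substrate, read immediately in kinetic mode, 525 nm excitation, 598 nm emission.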
The depositor's hits bear a star; i = inactive; u = inconclusive; x = no result given; & = joins results of further samples; [ ] = another dose, or the depositor's remark. Unless noted, the call rests on the fitted dose curve; in most records, active means well fitted curve in the direction sought with a large enough effect; inconclusive means small, poorly fitted or top-dose-only effect, or another doubt; inactive means no such curve, though single readings can be large; an effect the other way counts as inactive or inconclusive.

SMILES | Pol beta inh | RXFP1 antagonist | Pol eta inh | Pol kappa inh | Pol iota inh | PGK inhibitor | BLM inh | Anesthetic bind | APE1 inh
CCN(C[C@H]1N[C@@](C)(C(=O)OC)[C@H]2C(=O)N(C)C(=O)[C@@H]12)C(=O)c1ccc(C(C)(C)C)cc1 | x | x | 0% | -1% | 18% | -9% | x | x | -4%
Cc1noc(NS(=O)(=O)c2ccc(NC(=O)CCn3c(=O)oc4ccccc43)cc2)c1C | -1% | -2 | -14% | -13% | u | 9% | -3% | -1% | 0%
Cn1c(=O)c2cc(NCc3ccccc3)nnc2n(C)c1=O | -1% | -2 | -2% | -11% | 28% | -1% | u | 81%[activator] | 6%
CC1CCC(C(C)C)C(OC(=O)Cn2c(-c3ccc(Cl)cc3)[n+](C)c3ccccc32)C1 (stereo not given) | 11% | u | -16% | 13% | 13% | -9% | -9% | 2% | 1%
Cc1c(C(N)=O)sc2ncn(CC(=O)N3CCC(C)CC3)c(=O)c12 | 0% | 9 | -11% | 3% | 34%[activator] | -8% | -3% | -4% | 0%
c1ccc(-c2nc(SCc3nc4ccccc4[nH]3)c3oc4ccccc4c3n2)cc1 | x | x | 0% | 3% | -15% | i | x | x | 7%
Cc1ccc(NC2CCCN(C(=O)c3ccc(C)c(N4CCNC4=O)c3)C2)cc1C (stereo not given) | 26% | -6 | -2% | -12% | -3% | -2% | -4% | -7% | 30%
Cc1nc([N+](=O)[O-])c(C(=O)OCc2ccccc2Br)n1C | -25% | 7 | 3% | -2% | 124%[activator] | 6% | -3% | -23% | -11%
CC(C)Oc1ccc(/C=C(\C#N)C(=O)NC2CC2)cc1 | x | -11 | -8% | 5% | 23% | i | x | x | x
O=C(NNC(=O)c1cc(-c2ccc(Cl)cc2)nc2ccccc12)c1csc(N2CCOCC2)n1 | x | -11 | -4% | -1% | 30% | 8% | x | x | -18%
CCN(CC)c1ncccc1C(=O)NCc1cccs1 | 2% | -11 | -2% | -7% | 22% | x | -2% | -7% | 2%
CCOC(=O)[C@@H]1[C@H]2COc3ccccc3[C@@H]2N2C(=O)N(c3ccc(Cl)cc3)C(=O)[C@]12C | 15% | x | -3% | -4% | 5% | -12% | -11% | -10% | 15%

Structural class: those above with a Cl atom
SMILES | Pol beta inh | RXFP1 antagonist | Pol eta inh | Pol kappa inh | Pol iota inh | PGK inhibitor | BLM inh | Anesthetic bind | APE1 inh
CC1CCC(C(C)C)C(OC(=O)Cn2c(-c3ccc(Cl)cc3)[n+](C)c3ccccc32)C1 (stereo not given) | 11% | u | -16% | 13% | 13% | -9% | -9% | 2% | 1%
O=C(NNC(=O)c1cc(-c2ccc(Cl)cc2)nc2ccccc12)c1csc(N2CCOCC2)n1 | x | -11 | -4% | -1% | 30% | 8% | x | x | -18%
CCOC(=O)[C@@H]1[C@H]2COc3ccccc3[C@@H]2N2C(=O)N(c3ccc(Cl)cc3)C(=O)[C@]12C | 15% | x | -3% | -4% | 5% | -12% | -11% | -10% | 15%

Going on with the list:
SMILES | Pol beta inh | RXFP1 antagonist | Pol eta inh | Pol kappa inh | Pol iota inh | PGK inhibitor | BLM inh | Anesthetic bind | APE1 inh
CCOC(=O)CC(NC(=O)CCc1c(C)nc2nc(C)nn2c1C)c1ccc(C)cc1 (stereo not given) | 23% | -8 | -14% | 4% | 27% | -4% | 2% | -1% | -4%
CCOC(=O)c1c(NC(=O)c2ccc(OCC)c(Br)c2)sc2c1CCCC2 | 35% | -1 | -7% | -6% | 15% | 9% | -1% | 6% | x
Fc1ccc(NC(=S)NCc2cccnc2)cc1 | u | -25 | -7% | 6% | 77%[activator] | -12% | -3% | -7% | 2%
Cc1ccc(-n2nc3ccc(NC(=O)c4cccc([N+](=O)[O-])c4C)cc3n2)cc1 | 5% | -19 | -2% | -17% | 61%[activator] | -2% | -6% | -10% | 16%
COCCN(C(=O)C(C)C)c1nnc(-c2cccc(C)c2)s1 | 6% | -14 | -2% | -1% | 14% | -7% | -3% | u | -4%
COc1cc(/C=C/C(=O)OCC(=O)NCCc2ccc(S(N)(=O)=O)cc2)ccc1OCC#N | x | -4 | -9% | -6% | u | i | x | x | 6%
COC(=O)c1cc(NC(=O)CN2CCOCC2)cc(C(=O)OC)c1 | 30% | -2 | 2% | 1% | 17% | -3% | 1% | -8% | -2%
O=C(NN=Cc1ccc([N+](=O)[O-])cc1)C1CC1 | x | -13 | -14% | -11% | 61%[activator] | -4% | x | x | x
CCOC(=O)c1c(-c2ccc(C)o2)csc1NC(=O)CSc1ncn[nH]1 | -1% | 0 | -2% | -11% | 50%[activator] | -5% | -6% | u | -2%
Cc1ccccc1-c1noc(-c2ccc(N3CCOCC3)c([N+](=O)[O-])c2)n1 | 6% | x | -18% | -6% | 25% | i | -1% | -17% | x
CC[C@H](C)[C@H](NC(=O)[C@H](C)NC(=O)[C@H](CC(N)=O)NC(=O)[C@H](CCCCN)NC(=O)[C@H](Cc1ccccc1)NC(=O)[C@H](CC(C)C)NC(=O)[C@@H](NC(=O)[C@@H](NC(=O)[C@H](CC(C)C)NC(=O)[C@@H]1CCCN1C(=O)[C@@H](NC(=O)[C@H](CCC(N)=O)NC(=O)[C@H](CO)NC(=O)[C@H](CCCCN)NC(=O)[C@H](CCC(=O)O)NC(=O)[C@H](CO)NC(=O)[C@@H](NC(=O)[C@H](CCSC)NC(=O)[C@H](Cc1ccccc1)NC(=O)CNC(=O)CNC(=O)[C@@H](N)Cc1ccc(O)cc1)[C@@H](C)O)[C@@H](C)O)C(C)C)[C@@H](C)O)C(=O)N[C@H](C(=O)N[C@@H](CCCCN)C(=O)N[C@@H](CC(N)=O)C(=O)N[C@@H](C)C(=O)N[C@@H](Cc1ccc(O)cc1)C(=O)N[C@@H](CCCCN)C(=O)N[C@@H](CCCCN)C(=O)NCC(=O)N[C@@H](CCC(=O)O)C(=O)O)[C@@H](C)CC | x | x | x | 18%[60.1 µM] | x | x | 4% | -5%&-4% | 0%&-1%
COc1ccc(CCCC(=O)Nc2cc(C)ccc2OC)cc1 | -5% | -3 | -16% | 3% | 25% | i | -6% | -9% | 19%
O=C1NC(Cc2c[nH]c3ccccc23)C(=O)N1Cc1ccc(CN2C(=O)NC(Cc3c[nH]c4ccccc34)C2=O)cc1 (stereo not given) | -25% | 3 | -8% | -13% | 6% | 1% | -5% | -7% | -3%
CC1CCN(C(=O)COC(=O)c2cccs2)CC1 | x | -5 | 0% | -24% | 42%[activator] | u | x | x | 2%
CC(=O)Nc1cccc(NC(=O)c2ccc(C)c([N+](=O)[O-])c2)c1 | -24% | 0 | -3% | -12% | 15% | 4% | -4% | -10% | 2%
COc1cccc(-c2nnc(-c3ccccc3NC(=O)c3ccc(C(C)(C)C)cc3)o2)c1 | 5% | -3 | -14% | -20% | -24% | -2% | -1% | 2% | 3%
CCOc1ccccc1NC(=O)N1CCc2ccccc2C1 | 14% | 4 | -10% | 1% | 47%[activator] | -11% | 1% | u | 31%
COc1cccc(/C=C/c2ccc3cccc(O)c3n2)c1 | -2% | -33 | -18% | -3% | 85%[activator] | -2% | -8% | -10% | 22%
O=C(COC(=O)c1ccc2ncsc2c1)Nc1cc(Cl)ccc1F | x | -13 | -15% | 2% | 30% | 1% | x | x | 14%
CCCCN(C(=O)c1ccc(-c2ccc(Cl)cc2)o1)c1c(N)n(CC(C)C)c(=O)[nH]c1=O | x | -3 | -1% | -6% | -18% | 8% | x | x | -8%
O=C(O)CSc1nnc(-c2cccs2)n1-c1ccc(Cl)cc1 | -3% | -5 | -11% | -7% | 8% | -4% | -1% | -4% | 3%
COc1cccc(C(=O)NCc2ccc3c(c2)cc(C)n3C)c1 | -1% | -1 | u | u | 22% | 1% | -2% | -21% | -5%
COc1ccc(CN2CCCC(C(=O)c3cccc(C(F)(F)F)c3)C2)cc1O (stereo not given) | -13% | 8 | 4% | -1% | 33%[activator] | -7% | -2% | u | 7%
COc1ccc(OC)c([C@@H]2Nc3ccc(C(=O)O)cc3[C@@H]3C=CC[C@@H]32)c1 | -1% | -12 | 35µM* | -2%[60.1 µM] | -7% | -8% | 4% | 4% | x
Cc1c(C(=O)/C=C/N(C)C)nnn1-c1ccc(Cl)cc1C#N | 5% | -8 | -18% | -6% | 7% | -3% | -7% | -8% | 1%
C/C(=N\NC(=O)c1cc(C)[nH]n1)c1cccs1 | 28% | -2 | 1% | -4% | 53%[activator] | -9% | 0% | -8% | 1%
Cc1ccc(C#N)c(SCC(=O)Nc2nccs2)n1 | 2% | 5 | -1% | -1% | 3% | -4% | 0% | 8% | 1%
COc1ccc(S(=O)(=O)N2CCC(C(=O)NC3CCCCC3)CC2)cc1C | 46% | 5 | -16% | -1% | 45%[activator] | -4% | -3% | -4% | -8%
COC(=O)c1cc(=O)n(Cc2cccs2)c(=Nc2ccccc2)s1 | -3% | 5 | -3% | -9% | 8% | 4% | -14% | -4% | 12%
CC1(c2ccccc2)NC(=O)N(CC(=O)N2CC(=O)Nc3ccccc32)C1=O (stereo not given) | x | 1 | -26% | -30% | 7% | -2% | x | x | 4%
Cc1ccccc1-c1nc(CN2CCC(C(=O)N3CCN(c4ccccn4)CC3)CC2)c(C)o1 | 4% | -15 | -13% | -1% | -19% | -5% | 2% | -13% | 2%
COc1ccccc1NC(=O)C1CC(=O)OC1c1ccccc1 (stereo not given) | -3% | 1 | -10% | -8% | 13% | -4% | 0% | -3% | 1%
COc1cccc(-c2nnn(C/C(N)=N/O)n2)c1 | 0% | -11 | -17% | 2% | 6% | -4% | 1% | -11% | 4%
O=C(NC1CCCCC1)c1csnn1 | x | -14 | -17% | -9% | -12% | -7% | x | x | x
CCCOc1ccc(S(=O)(=O)N2C(=O)CC(=O)N(Cc3ccc(OCC)cc3)C2=O)cc1 | 0% | -6 | -12% | -15% | 23% | -1% | 0% | -13% | 8%

These rows are one share of the data, so the mix of outcomes need not match the whole.
